Wnt act: activates Wnt/beta-catenin signaling in a reporter cell assay. activator, plate reader. activation, % at 9.35 µM. hit rate 1.2% among 300,000. AID 743398; in the data active means activation above about 30%, passing the limit was not always enough; inconclusive means no clear call, values can overlap the other calls;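 further: 0% = neutral control wells and 100% = positive control wells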
E coli growth: counter-screen for AddAB inhibitors: E. coli growth inhibition; E. coli V3065 growth, OD600 absorbance, 18 h; inhibition, % at 11.9 µM; hit rate 0.27% among 330,000; AID 449728;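 active means inhibition above the campaign's mean inhibition across all tested compounds plus 3 SD, cut at about 9.9% in these data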;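 further: uninfected addAB+ strain grown without phage in ampicillin broth; 0% = DMSO wells and 100% = ciprofloxacin 0.95 µg/ml wells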
PfHsp90 set2: reduces growth (ATP signal) of yeast expressing P. falciparum Hsp90. S. cerevisiae expressing PfHsp90, BacTiter-Glo ATP, 48 h; yeast lacking PDR1 and PDR3 efflux regulators. inhibition, % at 9.4 µM. hit rate 0.32% among 310,000. AID 504621;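 active means every replicate shows inhibition above about 80%, whatever the replicate mean, limit read from the data; inconclusive means mean inhibition reaches the set limit but some replicate falls short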;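 further: 0% = DMSO neutral controls and 100% = 20 µM radicicol positive controls; yeast relying on Plasmodium falciparum Hsp90 in place of its own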
phage Ecoli inh: E. coli growth loss with phage present; growth absorbance; inhibition, % at 11.9 µM; hit rate 0.26% among 360,000; in the data active means inhibition above about 11%
DAGLB inhibitor: blocks human DAGLB lipase activity. Q8NCG7. HEK293T DAGLB membrane lysate, EnzChek fluorogenic substrate. inhibition, % at 5.17 µM. hit rate 0.059% among 340,000. AID 504411; in the data active means inhibition above about 34%;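 further: 0% = enzyme with vehicle and 100% = wells lacking enzyme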
Target sequence (Q8NCG7 whole entry, looked up): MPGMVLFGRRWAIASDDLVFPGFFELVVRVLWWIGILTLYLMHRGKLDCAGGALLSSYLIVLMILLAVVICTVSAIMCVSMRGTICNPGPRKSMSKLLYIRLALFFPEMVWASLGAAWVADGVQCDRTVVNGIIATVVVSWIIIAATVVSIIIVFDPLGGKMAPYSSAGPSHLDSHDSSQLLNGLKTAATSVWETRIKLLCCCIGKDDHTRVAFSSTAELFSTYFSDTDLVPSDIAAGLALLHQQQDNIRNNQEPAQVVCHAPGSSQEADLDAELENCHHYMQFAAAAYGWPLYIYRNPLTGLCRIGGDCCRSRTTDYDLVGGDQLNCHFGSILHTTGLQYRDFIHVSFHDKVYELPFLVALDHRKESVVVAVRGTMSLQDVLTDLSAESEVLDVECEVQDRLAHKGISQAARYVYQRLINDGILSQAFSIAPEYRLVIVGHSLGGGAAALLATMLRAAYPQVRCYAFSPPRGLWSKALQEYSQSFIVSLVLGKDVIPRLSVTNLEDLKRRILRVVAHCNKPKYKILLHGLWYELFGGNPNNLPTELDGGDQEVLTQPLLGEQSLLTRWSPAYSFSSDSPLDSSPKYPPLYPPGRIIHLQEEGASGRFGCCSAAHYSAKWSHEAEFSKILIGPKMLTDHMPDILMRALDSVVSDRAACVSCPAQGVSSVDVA
AddAB inh: less growth of phage-infected E. coli with AddAB | E. coli expressing H. pylori AddAB, absorbance growth | inhibition, % at 11.9 µM | hit rate 0.29% among 330,000; in the data active means inhibition above about 12%;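 further: 0% = vehicle wells of infected cells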
Tat export inh: E. coli Tat transport inhibition; E. coli MC4100 TorA-mCherry Tat export, fluorescence; inhibition, % at 10 µM; hit rate 0.036% among 340,000; AID 488895;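 active means mean replicate inhibition at least 50% and at least half of replicates individually reaching 50%; inconclusive means only one of the two criteria met; inactive means neither criterion met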;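 further: exported cargo escapes ClpAP degradation while cytoplasmic cargo is degraded and loses fluorescence; 0% = median of neutral control wells and 100% = median of NaSCN control wells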
CAL PDZ inh: inhibitors of human CAL PDZ peptide binding. Q9HD26. purified CAL PDZ, TMR-peptide fluorescence polarization, 1 h. inhibition, % at 20 µM. hit rate 0.02% among 330,000;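 active means highest replicate inhibition of at least 40%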;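 further: plate controls were DMSO neutral control wells for no effect and unlabeled competitor peptide control wells for full effect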
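System: tagged CAL PDZ domain. Schedule: 1 h room-temperature incubation prior to read. Signal: fluorescence polarization (mP). Measure: percent inhibition from loss of millipolarization.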
PvdQ acylase: blocks Pseudomonas aeruginosa PvdQ acylase activity; inhibition, % at 10 µM; hit rate 0.063% among 340,000; AID 488965; purified PvdQ acylase, fluorescence plate reader; in the data active means inhibition above about 30%, passing the limit was not always enough; inconclusive means no clear call, values can overlap the other calls;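 further: 0% = vehicle neutral wells and 100% = reference inhibitor wells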
Rtt109 Vps75: blocks Candida albicans Rtt109/Vps75 acetyltransferase activity; Q5AAJ8; purified Rtt109/Vps75, ThioGlo CoA-SH fluorescence, 4 h; inhibition, % at 34.9 µM; hit rate 0.16% among 330,000;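 active means inhibition of at least 50% in every replicate; inconclusive means best replicate reaches 50% inhibition but some replicates fall short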
Target sequence (Q5AAJ8 whole entry, looked up): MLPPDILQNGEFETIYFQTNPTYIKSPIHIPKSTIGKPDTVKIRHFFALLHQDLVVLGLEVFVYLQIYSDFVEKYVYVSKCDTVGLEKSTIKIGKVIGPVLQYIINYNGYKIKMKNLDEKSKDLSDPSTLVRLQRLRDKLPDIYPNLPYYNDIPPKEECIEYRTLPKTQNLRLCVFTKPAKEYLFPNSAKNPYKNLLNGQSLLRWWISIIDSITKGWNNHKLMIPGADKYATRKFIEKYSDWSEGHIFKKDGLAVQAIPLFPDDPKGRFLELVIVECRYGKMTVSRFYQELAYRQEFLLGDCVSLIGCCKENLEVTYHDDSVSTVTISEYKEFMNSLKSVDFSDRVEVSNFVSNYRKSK
* marks the source's active call; other numbers are inactive results; ? = inconclusive; . = no result given; + = active, no number.

#	Structure	Wnt act	E coli growth	PfHsp90 set2	phage Ecoli inh	DAGLB inhibitor
1	CC(C)(C)c1cc(-c2nc(N)nc(N)n2)c(O)c(C(C)(C)C)c1	-13	1.4	+	6.8	-6
2	CCSc1ncc(Cl)c(C(=O)Nc2ccccc2OC)n1	0	0.5	-14	-3.0	-4
3	CCn1c(SCC(N)=O)nnc1-c1ccco1	.	2.7	-3	2.5	0
4	O=C(O)CSc1nc2ccc(Br)cc2[nH]1	-5	.	-29	3.0	1
5	COc1ccc(N2C(=O)CC(N3CCN(c4ccccc4OC)CC3)C2=O)cc1 (stereo unspecified)	1	-0.4	4	1.2	-1
6	CC(=O)c1c(C)[nH]c(C(=O)CN2C(=O)NC3(CCCCC3)C2=O)c1C	4	.	4	0.4	-2
7	CCCCOc1ccc(-c2c(C#N)c(N)nc(SCC(N)=O)c2C#N)cc1	.	-0.7	.	0.9	0
8	CSc1ccc(NC(=O)N2CC(C)OC(C)C2)cc1 (stereo unspecified)	.	-1.1	1	1.2	1

#	AddAB inh	Tat export inh	CAL PDZ inh	PvdQ acylase	Rtt109 Vps75
1	3.0	2	-0.5	-1	?
2	2.7	-10	-0.2	-6	-3
3	-0.3	-8	-1.1	3	6
4	.	-2	-0.8	-8	1
5	0.3	0	-3.2	-10	2
6	.	2	-3.1	7	9
7	3.3	12	-3.8	-3	-2
8	2.1	1	-1.0	-11	6

More entries follow:
#	Structure	Wnt act	E coli growth	PfHsp90 set2	phage Ecoli inh	DAGLB inhibitor
9	COCc1nnc(NS(=O)(=O)c2ccc(Cl)cc2)s1	1	.	1	2.4	0
10	CCOC(=O)C1CCN(S(=O)(=O)c2ccc(CN3C(=O)c4cccnc4C3=O)cc2)CC1	1	-1.5	3	3.1	-1
11	CCCn1cc(CN2CCC(Cc3ccccc3)(C(=O)OCC)CC2)c(C)n1	-1	2.7	3	4.1	-1
12	Cc1cccc(-n2c(CCCN3C(=O)c4ccccc4C3=O)nc3ccccc3c2=O)n1	.	.	5	3.2	2
13	Cc1ccc(-n2ncc3c2CCCC3NC(=O)CCc2c(C)noc2C)cc1C (stereo unspecified)	2	0.1	-2	0.6	0
14	CCC(=O)c1cn(CC(=O)NCC2CCCO2)c2ccccc12 (stereo unspecified)	-4	-1.1	-20	3.1	0
15	O=C(NNC(=O)c1ccccc1O)c1ccc(S(=O)(=O)Nc2ccccc2F)cc1	-3	4.5	.	3.7	12
16	CC(NC(=O)CCC(=O)N1CCN(S(=O)(=O)c2ccc(Cl)cc2)CC1)c1ccccc1 (stereo unspecified)	.	-1.7	-12	1.5	2

#	AddAB inh	Tat export inh	CAL PDZ inh	PvdQ acylase	Rtt109 Vps75
9	.	5	0.3	-9	1
10	1.0	-4	-0.5	11	3
11	0.3	-5	0.6	-11	8
12	.	0	-0.2	-14	2
13	4.4	-1	-0.8	-5	3
14	5.3	0	-1.7	-1	5
15	6.3	18	-3.5	2	1
16	1.4	-6	0.4	6	30

Next section:
#	Structure	Wnt act	E coli growth	PfHsp90 set2	phage Ecoli inh	DAGLB inhibitor
17	CC(C)(C)Sc1ccc2nc3c(n2c1)CCCC3	8	-3.9	6	0.7	-3
18	O=C(NC1CCN(C(=O)NCc2ccccc2)CC1)c1ccc(F)cc1	-3	0.8	38	0.6	-1
19	CCCn1nnnc1NC(=O)COc1ccc(Cl)cc1C	.	-6.5	1	-2.9	3
20	CC(C)C[C@H](CO)Nc1nc(Nc2cccc(Cl)c2)c2ncn(C(C)C)c2n1	12	-1.9	10	2.1	2
21	Cc1cc(C)n(C2CCCCC2OC(=O)CCc2ccccc2)n1 (stereo unspecified)	1	-0.3	-16	-0.2	-6
22	CCc1c(-c2ccccc2)[n+](=O)c2c(n1[O-])CCC2	0	-1.0	17	2.0	-3
23	O=C1CC(c2ccccc2)=Nc2ccccc2N1Cc1ccccc1	-2	-3.2	-1	4.9	-2
24	O=[N+]([O-])c1ccc(Cl)cc1Sc1nc2ccccc2o1	-15	-2.7	-1	0.3	-11

#	AddAB inh	Tat export inh	CAL PDZ inh	PvdQ acylase	Rtt109 Vps75
17	1.3	1	0.4	-19	-8
18	2.5	-11	-2.9	-11	-4
19	-6.8	2	0.0	10	5
20	2.5	0	-1.0	9	0
21	2.3	11	-0.9	1	-1
22	4.1	-10	-0.1	-11	-1
23	-6.7	-7	-1.6	-2	6
24	-0.2	-1	-2.9	12	-5

Going on with the list:
#	Structure	Wnt act	E coli growth	PfHsp90 set2	phage Ecoli inh	DAGLB inhibitor
25	CCCNC(=O)CNC(=S)N(Cc1cc(OC)c(OC)c(OC)c1)C1CCCC1	-1	-3.8	-10	4.4	-1
26	Clc1ccc(-c2csc(Nc3cccnc3)n2)cc1	-1	-0.2	5	2.1	-1
27	CC(=O)c1cccc(NC(=O)C(OC(=O)c2ccccc2NS(=O)(=O)c2cccs2)c2ccccc2)c1 (stereo unspecified)	.	0.0	25	1.6	-3
28	O=C1NC(=O)C2(CCCCC2C2CCCCC2)N1 (stereo unspecified)	-1	.	-18	2.9	0
29	CSCc1c(C(=O)Nc2ccccc2N2CCOCC2)oc2ccccc12	-7	-4.2	-6	4.0	-7
30	O=S(=O)(c1ccc(Cl)s1)N1CCNCC1	5	1.5	-5	3.2	-1
31	COc1ccc(/C=C2/C(=O)N(CC3CCCO3)C(=S)N2C)c(OC)c1 (stereo unspecified)	.	0.2	-16	-1.3	-3
32	COc1cc(CC(=O)Nc2cccc(S(=O)(=O)N(C)c3ccccc3)c2)cc(OC)c1OC	-2	0.2	.	3.2	-3

#	AddAB inh	Tat export inh	CAL PDZ inh	PvdQ acylase	Rtt109 Vps75
25	-4.3	-4	-2.6	-4	1
26	2.1	-7	0.5	-20	1
27	2.5	4	-2.0	-14	3
28	.	-3	0.7	14	6
29	0.5	-5	-0.5	0	4
30	1.0	1	0.6	3	9
31	3.2	-2	-2.9	-1	8
32	1.3	3	-0.1	10	1

Following part
#	Structure	Wnt act	E coli growth	PfHsp90 set2	phage Ecoli inh	DAGLB inhibitor
33	CC(=O)Nc1c(C(=O)N2CCOCC2)sc2nc3c(cc12)COC(C)(C)C3	.	3.7	12	0.9	0
34	C[C@@H]1O[C@@H](O[C@@H]2C(=O)c3c(O)cc(O)cc3O[C@H]2c2ccc(O)c(O)c2)[C@H](O)[C@H](O)[C@H]1O	-3	0.5	0	1.9	2
35	CCc1ccccc1NC(=O)CSc1n[nH]c(C)c1[N+](=O)[O-]	-3	1.2	-5	4.6	1
36	C=CCC[C@@H](Cc1ccc(F)cc1)C(=O)OCCNC(=O)[C@@H](CC=C)CC(=O)N[C@H](CO)Cc1ccccc1	-8	-1.1	4	1.7	1
37	COc1ccc(-c2csc3ncnc(N4CCN(S(=O)(=O)c5cccc(F)c5)CC4)c23)cc1	-5	1.8	-13	1.9	-2
38	CCCCC(=O)Nc1nn(CC)c2nc3c(C)cccc3cc12	-1	-3.4	12	-0.1	-7
39	C/C(=N\NC(=O)c1nn(C)c(C)c1Br)c1ccc(NC(=O)c2ccccc2F)cc1	10	0.3	14	3.1	-1
40	COC(=O)CSc1nc2nc(-c3cccs3)cc(C(F)(F)F)c2c(=O)[nH]1	2	-2.9	-21	0.4	-1

#	AddAB inh	Tat export inh	CAL PDZ inh	PvdQ acylase	Rtt109 Vps75
33	1.8	8	-2.3	5	-7
34	0.6	-1	-0.5	4	7
35	1.2	6	-5.8	11	-5
36	1.1	7	0.4	12	8
37	-1.2	7	-1.0	2	18
38	-0.3	-6	.	-6	-8
39	2.5	4	-2.1	-6	3
40	-2.2	4	0.0	-8	2

New compounds follow:
#	Structure	Wnt act	E coli growth	PfHsp90 set2	phage Ecoli inh	DAGLB inhibitor
41	Cc1c2c(nc3ccccc13)CCC(C)C2 (stereo unspecified)	-2	-1.1	7	2.6	-4
42	CCOc1cc(C2CC(=O)NC3=C2C(=O)C(C(=O)OC)C(C)C3)cc(Cl)c1O (stereo unspecified)	.	-4.5	3	3.9	-2
43	COCCn1c(SCC(=O)N2CCOCC2)nc2ccccc2c1=O	-2	-0.2	19	4.5	0
44	O=C(Cn1cc([N+](=O)[O-])cn1)Nc1ccc(Cn2cc(Br)cn2)cc1	1	1.7	1	1.2	2
45	COc1cccc(OC)c1C(=O)N1CCN(Cc2ccncc2)CC1	-5	-1.9	8	-0.8	-2
46	Cc1ccccc1C1CC(c2cccs2)Nc2nnnn21 (stereo unspecified)	0	2.0	-10	3.5	0
47	O=C1NNC(=O)C2C3C=CC(C4CC34)C12 (stereo unspecified)	-2	0.1	-13	0.8	1
48	Cc1cccc(NC(=O)NNS(=O)(=O)c2ccc(F)cc2)c1	2	-4.0	16	3.8	-4

#	AddAB inh	Tat export inh	CAL PDZ inh	PvdQ acylase	Rtt109 Vps75
41	4.1	3	-0.3	-3	0
42	3.6	-8	0.5	3	-6
43	0.4	5	-3.3	-6	-9
44	2.9	-5	-2.4	-5	-1
45	0.3	-3	-2.1	-13	-8
46	0.7	-6	0.1	7	-14
47	-0.9	3	-0.4	-9	2
48	2.1	-5	-2.1	2	14

Compound profiles, as listed above. Order of values: Wnt act	E coli growth	PfHsp90 set2	phage Ecoli inh	DAGLB inhibitor	AddAB inh	Tat export inh	CAL PDZ inh	PvdQ acylase	Rtt109 Vps75
O=C1NNC(=O)C2C3C=CC(C4CC34)C12 (stereo unspecified) is listed with -2	0.1	-13	0.8	1	-0.9	3	-0.4	-9	2
Cc1cccc(NC(=O)NNS(=O)(=O)c2ccc(F)cc2)c1 is listed with 2	-4.0	16	3.8	-4	2.1	-5	-2.1	2	14

Later entries
#	Structure	Wnt act	E coli growth	PfHsp90 set2	phage Ecoli inh	DAGLB inhibitor
49	CCCc1nc(C)c2c(=O)[nH]c(-c3cc(S(=O)(=O)N4CCN(CC)CC4)ccc3OCC)nn12	-1	3.7	9	0.8	-1
50	Cc1ccc(NC(=O)CN2C(=O)NC(C)(c3ccc(Cl)cc3)C2=O)cc1S(=O)(=O)N1CCOCC1 (stereo unspecified)	.	-1.0	-17	3.7	-1
51	Cc1cc(C)nc(SCCn2c(N3CCCCC3)nc3c2c(=O)n(C)c(=O)n3C)n1	.	-0.5	-104	1.9	-1
52	Cc1ccc(CCNc2ncnc(Cl)c2N)cc1	-8	.	-366	1.5	1

#	AddAB inh	Tat export inh	CAL PDZ inh	PvdQ acylase	Rtt109 Vps75
49	3.6	-9	-1.7	10	19
50	2.0	1	-3.2	-12	24
51	-1.6	-3	-0.3	-6	-1
52	.	-2	0.2	-9	1

Records listed above printed as active in PfHsp90 set2:
| cpd | SMILES | Wnt act | PfHsp90 set2 | phage Ecoli inh | DAGLB inhibitor | AddAB inh | Tat export inh | CAL PDZ inh | PvdQ acylase | Rtt109 Vps75 |
| --- | --- | --- | --- | --- | --- | --- | --- | --- | --- | --- |
| 1 | CC(C)(C)c1cc(-c2nc(N)nc(N)n2)c(O)c(C(C)(C)C)c1 | -13 | + | 6.8 | -6 | 3.0 | 2 | -0.5 | -1 | ? |
